GPR151 ag = human GPR151 activation; PathHunter beta-arrestin GPR151 cells, luminescence; activation, % at 11.2 µM; Q8TDV0; hit rate 1% among 650,000; AID 1508602; in the data active = activation above about 4.9%;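 also: 0% = median of compound wells and 100% = cells with positive control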
Target sequence (Q8TDV0 whole entry, looked up): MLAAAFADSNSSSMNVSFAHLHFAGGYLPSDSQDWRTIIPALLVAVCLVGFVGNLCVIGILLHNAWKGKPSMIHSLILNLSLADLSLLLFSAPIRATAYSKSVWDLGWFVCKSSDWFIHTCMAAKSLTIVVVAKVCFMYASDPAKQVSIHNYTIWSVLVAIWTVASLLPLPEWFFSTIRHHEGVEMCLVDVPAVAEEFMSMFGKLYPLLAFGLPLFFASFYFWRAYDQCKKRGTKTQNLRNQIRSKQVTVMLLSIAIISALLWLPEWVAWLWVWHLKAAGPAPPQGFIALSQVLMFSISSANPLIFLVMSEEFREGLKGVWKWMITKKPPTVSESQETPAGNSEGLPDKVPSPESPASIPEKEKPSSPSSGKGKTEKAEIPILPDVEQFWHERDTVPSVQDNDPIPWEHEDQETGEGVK
FBW7 act = human FBW7 E3 ligase activation, primary screen; Q969H0; AlphaScreen FBW7–phospho-cyclin E peptide binding, activator screen; normalized activity (activation), % at 26.1 µM; hit rate 0.13% among 650,000; AID 1259310; in the data active = normalized activity above about 1.9%;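 also: purified mutant Fbw7 with reduced substrate affinity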
TEAD-YAP inh = TEAD-YAP interaction inhibition. HEK-TIYL cells, TEAD-Gal4/YAP UAS-luciferase luminescence. inhibition, % at 9.12 µM. hit rate 1.4% among 640,000. AID 1259422; in the data active = inhibition above about 32%;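 also: 0% = median of test compound wells and 100% = reference inhibitor wells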
MITF primary = inhibitors of human MITF; O75030; AlphaScreen MITF homodimerization, bead proximity signal; inhibition, % at 2.6 µM; hit rate 0.91% among 650,000; AID 1259374; in the data active = inhibition above about 50%;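 also: 0% = vehicle wells with protein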
Target sequence (O75030 whole entry, looked up): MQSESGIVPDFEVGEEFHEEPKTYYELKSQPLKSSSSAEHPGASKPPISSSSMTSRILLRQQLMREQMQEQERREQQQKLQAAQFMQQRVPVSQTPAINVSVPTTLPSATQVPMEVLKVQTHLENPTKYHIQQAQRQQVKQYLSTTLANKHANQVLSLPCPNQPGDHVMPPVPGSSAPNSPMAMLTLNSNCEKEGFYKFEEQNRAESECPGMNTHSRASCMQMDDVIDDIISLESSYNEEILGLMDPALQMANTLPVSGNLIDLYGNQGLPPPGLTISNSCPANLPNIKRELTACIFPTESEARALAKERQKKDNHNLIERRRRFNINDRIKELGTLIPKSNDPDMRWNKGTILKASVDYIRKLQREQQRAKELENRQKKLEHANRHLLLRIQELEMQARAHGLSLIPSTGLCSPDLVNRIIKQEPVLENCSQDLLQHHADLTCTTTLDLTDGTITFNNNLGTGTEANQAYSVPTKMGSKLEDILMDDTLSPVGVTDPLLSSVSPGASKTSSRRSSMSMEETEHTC
The depositor's hits bear a star; / = not tested or not shown.

The line under a structure holds: GPR151 ag	FBW7 act	TEAD-YAP inh	MITF primary
O=[N+]([O-])c1cc([N+](=O)[O-])c2cccnc2c1NCCCO
→ 1.3	0.5	-6	19
CCCCc1nc2ccccc2c(C(=O)O)c1C
→ 2.5	0.1	7	8
Cc1ccc(N2CC(O)=C(c3nc4ccccc4n3C)C2=N)cc1C
→ -0.2	0.1	-6	2
CCOC(=O)c1c(C)c(C(=O)NC2CCCC2)c(C)n1C
→ 1.3	-0.1	2	6
O=C(CSc1nc2ccccc2[nH]1)Nc1ccc2nc(SCC(=O)Nc3ccc(F)cc3)sc2c1
→ 1.2	0.1	31	6
CCC(=O)NC1CC(=O)N(c2ccc(F)cc2)C1 (stereo not drawn)
→ 1.4	0.1	1	-1
CNC(=O)c1c(NC(=O)c2ccco2)sc2c1CCCC2
→ 1.5	0.2	-5	0
Cc1cccc(NCc2ccncc2)c1
→ -0.9	-0.1	5	77*
CN1CCC(=NNC(=O)c2ccc(C(C)(C)C)cc2)CC1
→ 3.2	-0.1	0	4
O=C(Nc1ccc2nn(-c3ccccc3)nc2c1)C(F)(F)F
→ -0.4	0.0	-16	-17
C[C@@H]1NC(=O)[C@H]2CN(CCCc3ccccc3)CCN2C1=O
→ -0.5	-0.2	-5	8
O=C(/C=C/c1ccccc1Cl)Nc1nnc(Cc2ccc(F)cc2)o1
→ -0.4	-0.1	3	-3
Cc1cccc(N=c2oc3ccc(Br)cc3cc2C(N)=O)c1
→ 0.4	0.2	-2	4
COCCN(C(=S)Nc1cccc(SC)c1)C(C)c1ccccn1 (stereo not drawn)
→ 1.3	-0.1	5	4
O=c1c2c(nc3n1CC(O)CS3)-c1ccccc1CC21CCCCC1 (stereo not drawn)
→ -1.8	-0.1	-1	-14
CC1CN(C(=S)NC(=O)c2cccc([N+](=O)[O-])c2)CC(C)O1 (stereo not drawn)
→ 4.6	0.0	7	4
Cc1cc(C(=O)COC(=O)/C=C/c2ccc3c(c2)OCO3)c(C)n1Cc1ccco1
→ -0.6	0.0	5	-2
CN(C)CCN1C(=O)C(=O)/C(=C(\O)c2ccc(S(=O)(=O)N3CCOCC3)cc2)C1c1ccc(Br)cc1 (stereo not drawn)
→ -0.2	-0.2	-2	-5
CCOc1cc(C2C3=C(CCCC3=O)NC3=C2C(=O)CCC3)ccc1OCc1ccc(F)cc1
→ -0.2	0.0	6	-14
COCCCNC(=S)N1CCC(NC(=O)c2ccco2)CC1
→ 1.0	0.0	-2	13
COc1ccccc1N1CCN(C(=O)c2sc3nc(C)nc(N4CCOCC4)c3c2C)CC1
→ 0.6	0.1	-5	3
Cc1ccc(NC(=O)c2cn(-c3ccc(F)cc3F)c(=O)c3ccccc23)c(Br)c1
→ -0.2	0.0	-11	3
COc1cccc(OCCn2cncn2)c1
→ -1.3	0.6	4	11
CSCCC(NC(=O)c1ccc([N+](=O)[O-])cc1Cl)C(=O)OCC(=O)N(C)C (stereo not drawn)
→ -1.0	0.0	-8	-4
COc1ccc(C2Nc3ccccc3C(=O)N2NC(=O)c2ccc([N+](=O)[O-])cc2)cc1OC (stereo not drawn)
→ 0.9	-0.3	-10	6
Cc1ccc(-c2nsc(SCC(=O)N3CCN(c4ccccc4)CC3)n2)cc1
→ 2.1	-0.1	7	10
CC(C)(C)C(=O)C(Cl)C(=O)Nc1ccccc1 (stereo not drawn)
→ 0.7	0.0	22	-5
CC(C)(C)c1ccc(C(=O)Nc2ccccn2)cc1
→ -10.0	0.1	84*	15
O=C(OCc1ccccc1)C1C2C=CC3(CN(Cc4ccccc4)C(=O)C13)O2 (stereo not drawn)
→ 1.3	-0.1	2	-4
CC(C)NC(=O)CC1Nc2ccccc2NC1=O (stereo not drawn)
→ -0.1	0.1	4	8

Some entries already given, showing only FBW7 act.
| smiles | FBW7 act |
| --- | --- |
| Cc1cccc(NCc2ccncc2)c1 | -0.1 |
| CN1CCC(=NNC(=O)c2ccc(C(C)(C)C)cc2)CC1 | -0.1 |
| O=C(Nc1ccc2nn(-c3ccccc3)nc2c1)C(F)(F)F | 0.0 |
| C[C@@H]1NC(=O)[C@H]2CN(CCCc3ccccc3)CCN2C1=O | -0.2 |
| O=C(/C=C/c1ccccc1Cl)Nc1nnc(Cc2ccc(F)cc2)o1 | -0.1 |
| Cc1cccc(N=c2oc3ccc(Br)cc3cc2C(N)=O)c1 | 0.2 |
| COCCN(C(=S)Nc1cccc(SC)c1)C(C)c1ccccn1 (stereo not drawn) | -0.1 |

(further entries)
The line under a structure holds: GPR151 ag	FBW7 act	TEAD-YAP inh	MITF primary
NS(=O)(=O)c1ccc(Nc2nccc(-c3ccc(Nc4ccccc4)cc3)n2)cc1
→ 0.6	0.5	-10	-13
COC(=O)c1ccc(C(=O)OC)c(-n2c(=O)c3ccccc3c3ccccc3c2=O)c1
→ 1.5	0.0	7	6
N#Cc1cc2c(=O)n3ccccc3nc2n(-c2cccc(Br)c2)c1=O
→ 1.7	0.3	-24	0
Cc1cc(Cl)c(Cl)cc1S(=O)(=O)Nc1ccc2cn[nH]c2c1
→ 2.2	0.1	2	-6
COc1cc2[nH]c(=S)n(C)c(=O)c2cc1OC
→ -0.4	-0.1	10	3
CCOc1cc(/C=C2/C(=O)NC(=O)N(CCc3ccccc3)C2=O)ccc1OCC(=O)O
→ -1.4	-0.9	1	-5
O=C(O)c1ccc2oc(SCC(=O)N3CCCCC3)nc2c1
→ -3.4	-0.1	-52	-3
COc1ccccc1NC(=O)C1=C(C)NC(=O)NC1c1ccc(F)cc1 (stereo not drawn)
→ 1.3	0.2	0	-1
C/C(=N\N1CCN(Cc2ccc(C)cc2)CC1)c1cccnc1
→ -0.6	0.0	-2	11
CC(=O)NC1C(Oc2ccc([N+](=O)[O-])cc2)OC2COC(C)(C)OC2C1O (stereo not drawn)
→ -1.0	-0.1	8	6
Cc1ccc(C(=O)COC(=O)c2cnccn2)cc1[N+](=O)[O-]
→ -0.8	0.8	5	-39
O=c1cc(COn2nnc3ccc(Cl)cc32)c2c(ccc3ccccc32)o1
→ -1.1	-0.1	0	8
CC(C)OC(=O)CN1C(=O)CSC1=O
→ 0.0	-0.1	5	-8
S=C(Nc1ccc2c(c1)OCO2)N1CCCC1
→ -0.4	0.7	-15	11
COc1cc(/C=C2/SC(=S)N(CC(=O)Nc3cccnc3)C2=O)cc(OC)c1OC
→ 0.6	0.1	14	8
COc1cccc(NC(=O)C2CCCN2C(=O)Nc2cccc(OC)c2)c1 (stereo not drawn)
→ -1.8	-0.1	12	0
Cn1ccnc1SCCNC(=O)CN1Cc2ccccc2OC(c2ccsc2)C1 (stereo not drawn)
→ 2.4	-0.4	5	-1
COc1cccc(C2=C(C(C)=O)Sc3nnc(-c4ccccc4)n3N2C(C)=O)c1
→ 3.3	-0.1	4	12
O=C(CN(Cc1ccccc1)S(=O)(=O)c1ccc(Br)cc1)Nc1cccc(Br)c1
→ -1.0	0.1	15	3
O=C1CCN(c2c(F)cccc2NCc2ccc(Br)o2)CC1
→ -0.9	-0.1	-13	-14
COc1ccc(CCCC(=O)NC2CCCCC2)cc1
→ -0.8	-0.1	-5	-9
Cc1ccc(Cl)cc1NC(=O)CO/N=C(\N)c1ccccc1
→ -0.8	0.0	-10	8
CN1C/C(=C\c2cccc([N+](=O)[O-])c2)C(=O)/C(=C/c2cccc([N+](=O)[O-])c2)C1
→ 0.3	-0.1	3	-3
CCN(CC)CCCNC(=O)CSc1nc(-c2ccco2)cc(C(F)(F)F)n1
→ 0.2	0.1	7	-6
CCCCN1C(=O)c2cccc3c(N)ccc(c23)C1=O
→ 2.0	1.0	-20	-22
Cc1c(Br)c(C(F)(F)F)nn1CC(=O)O
→ -1.2	0.4	-6	23
CN(C(=O)c1ccc(Br)o1)c1ccccc1
→ 1.4	-0.3	-1	0
OC1CCC(Nc2nc(NCc3ccccc3)c3ncn(-c4ccsc4)c3n2)CC1 (stereo not drawn)
→ 0.1	-0.1	-19	7
O=[N+]([O-])c1ccccc1S(=O)(=O)NCCN1CCOCC1
→ -0.5	0.0	0	4
O=C(Nc1ccc(Cl)cn1)c1ccc(Cl)cc1Cl
→ 7.0*	0.2	15	14
Cc1nc2ccccc2c(=O)n1NC(=O)/C=C/c1ccccc1Cl
→ -1.8	-0.1	19	8
COc1ccc(/C=C(/NC(=O)c2ccccc2)C(=O)Nc2ccc(C(=O)O)cc2)cc1
→ -0.4	1.4	-7	10
Cc1c(C(=O)NC2CCCCC2)oc2ccccc12
→ -0.5	0.0	-50	5
CC(=O)ON(C(C)=O)S(=O)(=O)c1ccc(Cl)cc1
→ 0.3	0.0	/	6
CCOc1ccc(N2C(=O)C3C4C=CC(CC4)C3C2=O)c([N+](=O)[O-])c1 (stereo not drawn)
→ -0.4	-0.1	-18	-6
O=C(c1nc(-c2ccncc2)no1)N1CCN(Cc2ccccc2)CC1
→ -0.7	-0.3	-6	-11
COc1ccccc1NC(=O)COc1c(Br)cc(C=O)cc1OC
→ -1.2	0.0	-3	-3
CCn1cc(C(=O)O)c(=O)c2cc(F)c(N3CCN(C(=O)C4CCCO4)CC3)cc21 (stereo not drawn)
→ -0.5	0.2	-5	6
CCSc1nnc(Cc2cc(=O)[nH]c(=O)[nH]2)n1-c1ccc(F)cc1
→ 1.5	0.1	-3	0
COc1ccccc1/C=C(\NC(=O)c1ccc(OC)c(OC)c1)C(=O)Nc1ccc(C)cc1Br
→ -1.0	0.1	-4	19
O=c1c2sccc2nc(SCc2cccc(Br)c2)n1CCc1ccccc1
→ 2.9	0.1	-5	-1
Cc1cc2c(cc1C)NC(c1coc3ccc(Cl)cc3c1=O)C1=C(CC(C)(C)CC1=O)N2 (stereo not drawn)
→ -0.8	-0.1	0	7
COc1cc(Cl)c(C)cc1NC(=O)c1cn(-c2ccc(C)c(C)c2)c(=O)c2ccccc12
→ -0.7	-0.1	9	4
CC(=O)c1ccc(NS(=O)(=O)c2cc(C(=O)O)ccc2Cl)cc1
→ -0.6	0.0	6	3
O=C1N/C(=C/c2ccc(Cl)s2)C(=O)N1c1cccc(Cl)c1
→ -0.2	0.2	-6	10
Nc1cc(N)nc(SCC(=O)Nc2ccc3c(c2)OCCCO3)n1
→ -0.5	-0.1	-20	18
CN(C(=O)c1ccncc1)C1CCS(=O)(=O)C1 (stereo not drawn)
→ 0.8	0.0	-3	3
O=Cc1ccc(OCC(=O)Nc2ccc(F)c(Cl)c2)cc1
→ 1.5	-0.1	-25	13
Cc1ccc(-n2nc3c(c2NC(=O)c2cccc(Br)c2)CS(=O)(=O)C3)c(C)c1
→ -0.6	0.0	1	5
O=C(Cc1ccc(Cl)cc1)Nc1ccc2c(c1)OCCO2
→ 0.7	-0.2	-58	0
Cc1ccc(N(CC(O)Cn2c3ccccc3c3ccccc32)S(C)(=O)=O)cc1 (stereo not drawn)
→ 0.0	-0.2	6	-2
COCC(C)NC(=O)c1cc2nc(-c3ccccc3)cc(-c3ccccc3)n2n1 (stereo not drawn)
→ -0.8	1.0	2	12
COc1c(Cl)cccc1NC(=O)Cc1ccccc1
→ 1.0	-0.2	1	-4
CCN(CC)CCCNC(=O)c1ncoc1-c1ccc(F)cc1
→ -0.9	0.1	15	10
CCCN1C(=O)C(=O)c2cc(Br)ccc21
→ -0.2	-0.2	63*	-13
COc1cc(NC(=O)Cc2noc3ccc(C)cc23)cc(OC)c1OC
→ 1.8	0.0	-5	1
COc1ccc(C(=O)Nn2c(-c3cc(OC)c(OC)c(OC)c3)nc3ccccc3c2=O)cc1OC
→ -0.5	-0.2	-1	-5
CCCn1c(NCc2ccccc2)nc2c1c(=O)[nH]c(=O)n2C
→ -0.1	0.1	-10	17
CCCCNC(=O)c1sc(=S)n(-c2ccccc2)c1N
→ 0.5	-0.1	-11	10
Cc1ccnc(N2CCC(C(=O)NC(c3ccccc3)c3ccccc3)CC2)n1
→ 0.4	0.1	-8	26

The list continues:
The line under a structure holds: GPR151 ag	FBW7 act	TEAD-YAP inh	MITF primary
CCOC(=O)c1ccccc1NC(=O)Cc1ccc(F)cc1
→ -1.3	-0.1	2	-11
Cc1cccc(NC(=O)CSc2nnc(NC(=O)CC(C)C)s2)c1
→ -0.7	-0.1	-1	9
CCN(CC)c1ccc(/C=N/N=C2\NC(=O)C(CC(=O)O)S2)c(O)c1 (stereo not drawn)
→ 0.0	-0.6	3	0
COc1ccc(Cl)cc1NC(=O)CSc1nncn1N
→ 1.9	-0.1	5	-2
COc1ccc(-c2cc(C(F)(F)F)n3nc(C(=O)Nc4ccc(OC)cc4OC)nc3n2)cc1
→ 0.1	-0.2	5	-3
COc1cccc2cc(-c3nnc(Nc4cc(F)ccc4C)s3)c(=O)oc12
→ 1.9	-0.2	-11	-2
CCOC(=O)c1c(NC(=O)CC)sc2c1CCC2
→ -0.4	-0.2	-1	-7
CCc1ccccc1N(CC(=O)NC1CCCC1)S(C)(=O)=O
→ 0.7	-0.1	10	8
CCOC(=O)C1=C(O)/C(=C\c2cccc(Oc3ccccc3)c2)N=C1C
→ -0.9	0.1	6	11
O=C(Nc1ccc2c3c(cccc13)CC2)c1cc([N+](=O)[O-])ccc1N1CCOCC1
→ -0.4	-0.2	-3	4
Cc1ccc(-c2[nH]ncc2CN2CCN(CC(=O)N(C)C)CC2)cc1C
→ -1.8	-0.1	-3	-1
CCOC(=O)N1CCN(CC(O)COc2ccc3c(c2)CCC3)CC1 (stereo not drawn)
→ -1.2	0.6	2	6

Full records, looked up by structure.
`CN1CCC(=NNC(=O)c2ccc(C(C)(C)C)cc2)CC1` across the screens: GPR151 ag = 3.2; FBW7 act = -0.1; TEAD-YAP inh = 0; MITF primary = 4
`COc1cc2[nH]c(=S)n(C)c(=O)c2cc1OC` across the screens: GPR151 ag = -0.4; FBW7 act = -0.1; TEAD-YAP inh = 10; MITF primary = 3

From PubChem BioAssay
